LEDGF integ inh: blocks HIV-1 LEDGF/p75-dependent DNA integration | hit rate 0.64% among 370,000 | TR-FRET IN-LEDGF/p75 DNA integration, Eu/Cy5 | inhibition, % at 3.7 µM | AID 743269;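 active = inhibition above the screen-wide mean plus 3 SD, cut at about 13% in these data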;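 note: signal is the Cy5 over europium emission ratio at 671 and 618 nm; 0% = plate median of compound wells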
Tn6 DDE FP: inhibitors of Tn6 peptide binding to human fibrin DD(E); P02675; Fibrin DD(E) TRITC-Tn6 fluorescence polarization displacement; inhibition, % at 8.3 µM; hit rate 0.21% among 370,000; AID 720509;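 active = inhibition above a per-campaign cutoff: mean of compounds within control limits plus 3 SD, cut at about 15% in these data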;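 note: 0% = median of all compound wells on the plate and 100% = blocking peptide control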
ASAP1 GAP inh: blocks human ASAP1-stimulated Arf1 GTP hydrolysis; Q9ULH1; hit rate 0.19% among 360,000; inhibition, % at 16.5 µM; GDP FP detection; in the data active = inhibition above about 25%;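 note: 0% = vehicle with enzyme and substrate and 100% = no enzyme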
Target sequence (Q9ULH1 325-724 limits assumed): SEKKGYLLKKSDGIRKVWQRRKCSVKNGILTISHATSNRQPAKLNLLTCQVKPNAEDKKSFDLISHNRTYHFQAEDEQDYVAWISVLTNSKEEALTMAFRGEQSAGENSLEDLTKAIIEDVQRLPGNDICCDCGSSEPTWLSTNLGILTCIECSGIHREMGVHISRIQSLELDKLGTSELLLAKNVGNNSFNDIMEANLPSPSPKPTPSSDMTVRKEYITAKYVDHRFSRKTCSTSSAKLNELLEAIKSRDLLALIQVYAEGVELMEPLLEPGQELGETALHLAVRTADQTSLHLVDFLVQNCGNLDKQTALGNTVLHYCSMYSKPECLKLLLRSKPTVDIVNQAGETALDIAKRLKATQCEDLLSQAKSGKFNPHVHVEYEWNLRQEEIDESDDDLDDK
PLCg1 inh: PLC-gamma1 (human) inhibition, primary screen; purified PLC-gamma1, fluorogenic substrate, fluorescence; inhibition, % at 12.2 µM; hit rate 0.84% among 370,000; AID 720700; P19174; in the data active = inhibition above about 9.5%
KLK7 zymogen act: activates the human kallikrein-7 zymogen | P49862 | purified proKLK7, EDANS-DABCYL substrate fluorescence; 100% is mature enzyme control, 0% vehicle | activation, % at 7 µM | hit rate 0.9% among 370,000 | AID 652039;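 active = activation above the mean of all tested compounds plus 3 SD, computed per campaign excluding outliers beyond control limits, cut at about 13% in these data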
ADAM10 inh: ADAM10 inhibition, QFRET primary screen; O14672; recombinant ADAM10, EDANS/DABCYL FRET peptide cleavage, 3 h; inhibition, % at 7 µM; hit rate 0.62% among 370,000;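 active = inhibition above a per-campaign cutoff equal to the mean of compounds falling between control-based bounds plus 3 SD, cut at about 20% in these data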;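 note: 0% = DMSO wells while the 100% control is not disclosed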
ADAM17 inh: inhibits human ADAM17 | inhibition, % at 6.95 µM | hit rate 0.83% among 370,000 | recombinant ADAM17, EDANS/DABCYL FRET peptide cleavage | P78536;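 active = inhibition above the mean of compounds lying between control limits plus 3 SD, set per campaign, cut at about 8.5% in these data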;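 note: 0% = DMSO-only wells as the low control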
DDE Tn7 FP inh: disrupts Tn7 cyclic peptide binding to fibrin D-Dimer-E complex; inhibition, % at 8.3 µM; P02675; FP displacement of FITC-Tn7 peptide from fibrin DD(E); 0% = median of compound wells per plate; hit rate 0.13% among 370,000;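 active = inhibition above the mean of compounds falling within the control limits plus 3 SD of them, cut at about 14% in these data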;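 note: 0% = plate median of compound wells and 100% = 10 µM Aha-Tn7 peptide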
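Measure: % inhibition scaled between sample-field median and high-control FP; Test system: human fibrin DD(E); Quantity: 2 µM final DD(E) protein; Doses: one dose, 8.3 µM nominal; Schedule: compound with protein 10 min, then 3 h after probe, room temperature; Detection: fluorescence polarization; Medium: Tris buffer with calcium and detergent, pH 7.8.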
ARFGAP1 inh: rat ARFGAP1 inhibition. Q62848. Arfgap1-stimulated ARF1 GTP hydrolysis, GDP FP detection. inhibition, % at 16.5 µM. hit rate 0.26% among 360,000;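 active = inhibition above a per-plate limit, mean inhibition of low control wells plus 3 SD, cut at about 25% in these data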;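 note: 0% = DMSO wells with enzyme and 100% = wells lacking Arfgap1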
Target sequence (Q62848 1-136 limits assumed): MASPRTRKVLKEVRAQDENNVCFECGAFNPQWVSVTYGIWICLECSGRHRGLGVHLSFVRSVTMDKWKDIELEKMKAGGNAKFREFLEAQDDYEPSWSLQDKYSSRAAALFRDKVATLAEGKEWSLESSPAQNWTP
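material = rat Arfgap1 catalytic domain, aa 1-136 | also added = human ARF1(Δ1-17)-GTP substrate | compound dosing = one concentration, 16.5 µM, DMSO 1.26% | times = GTP hydrolysis reaction 2 h at 25 °C | measured by = FP, GDP Alexa 633 tracer displaced from anti-GDP antibody, 620/688 nm | evaluation = percent inhibition of Arfgap1-stimulated GTP hydrolysis | replication = single well per compound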
TDP2 absorb: TDP2 (human) inhibition, absorbance primary screen; hit rate 0.34% among 370,000; recombinant TDP2, T5PNP hydrolysis, p-nitrophenol absorbance 415 nm; O95551; inhibition, % at 12.8 µM;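 active = inhibition above the mean of all tested compounds plus 3 SD, set per campaign, cut at about 25% in these data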;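 note: 0% = DMSO with enzyme and 100% = buffer with substrate but no TDP2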
Target sequence (O95551 whole entry, looked up): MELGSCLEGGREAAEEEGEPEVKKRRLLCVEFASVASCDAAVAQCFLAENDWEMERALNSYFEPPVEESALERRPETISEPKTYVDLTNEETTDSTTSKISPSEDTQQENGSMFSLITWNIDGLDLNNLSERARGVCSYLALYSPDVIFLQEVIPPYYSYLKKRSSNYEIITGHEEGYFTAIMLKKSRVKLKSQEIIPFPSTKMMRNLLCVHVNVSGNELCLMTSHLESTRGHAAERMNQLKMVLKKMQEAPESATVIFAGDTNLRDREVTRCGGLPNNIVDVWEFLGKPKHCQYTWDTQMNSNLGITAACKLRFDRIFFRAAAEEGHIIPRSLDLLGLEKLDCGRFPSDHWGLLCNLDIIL
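Test system: Human TDP2 enzyme | Reagent: 5 mM T5PNP | Compound dosing: 12.8 µM single point, 1% DMSO | Incubation: Enzyme reaction with compound for 2 h at 37 °C | Technique: p-Nitrophenol epi absorbance | Read-out: % inhibition relative to enzyme-containing and enzyme-free wells | Benchmarks: High control without enzyme, low control DMSO plus TDP2 | Replicates: Singlicate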
* hit, by the source's call; i = inactive; x = not tested or not shown.

mol,LEDGF integ inh,Tn6 DDE FP,ASAP1 GAP inh,PLCg1 inh,KLK7 zymogen act,ADAM10 inh,ADAM17 inh,DDE Tn7 FP inh,ARFGAP1 inh,TDP2 absorb
COc1ccc(-c2csc(Nc3ccccn3)n2)cc1,3,4,6,5,0.9,8,4,-4,-1,-6
O=C(c1sc2cc([N+](=O)[O-])ccc2c1Cl)N1CCOCC1,-3,-10,3,-4,-0.3,3,-3,-1,1,1
O=C(NNC(=O)c1ccccc1F)c1ccc(-c2ccccc2Cl)o1,0,-3,-6,-9,-0.4,-26,-3,2,-3,-2
c1ccc(Cn2ccc3ccc(-c4ccc5ccn(Cc6ccc7ccccc7c6)c5c4)cc32)cc1,6,-8,x,-56,-3.1,-32,-12,-3,x,-1
CCOC(=O)CC1CCCCN1Cc1cn[nH]c1-c1ccc(F)cc1F (configuration not stated),5,-2,-8,-1,-0.4,-12,-5,1,4,1
CCCS(=O)(=O)N1CCCC(C(=O)c2ccccc2OC)C1 (configuration not stated),-4,-1,10,0,-0.2,-5,-4,1,-5,-8
CCN1C(=O)c2ccc(C(=O)NCc3ccccc3)cc2C1=O,-5,9,14,1,0.1,9,-2,0,5,-2
Cn1c(=O)[nH]c(=O)c2c1nc(N/N=C/C(Br)=C/c1ccccc1)n2CCO,2,-22,4,-11,-1.1,5,-2,-10,-2,-30
CC(=O)NC12CC3CC(C1)CC(C(=O)N1CCN(C(=O)c4ccco4)CC1)(C3)C2,-7,5,-19,-2,-0.4,-13,-5,7,2,-12
COC(=O)c1cn(-c2ccccc2)nc1-c1ccc(OC)cc1,7,3,7,4,-0.4,3,1,-3,-11,-10
CCOC(=O)c1cnc(SCc2ccc(C(C)(C)C)cc2)nc1N,-1,-2,4,0,0.7,0,-2,0,-7,7
CCOC(=O)C(CC)(CCC(=O)O)c1csc(Nc2ccc(C)cc2)n1 (configuration not stated),2,3,-3,0,-0.3,5,-2,-4,-3,6
COC(=O)C1=C(C)N(Cc2ccccc2C(F)(F)F)C(=NCc2ccccc2C(F)(F)F)NC1c1cccc(F)c1 (configuration not stated),2,-5,-6,6,0.1,7,0,10,9,-4
COc1ccc(OCCCC(=O)Nc2ccc(S(=O)(=O)N3CCOCC3)cc2)cc1,-1,3,-3,0,0.6,-3,0,-2,14,8
CCN(C(=O)CN1C(=O)c2ccccc2S1(=O)=O)C1CCCCC1,2,8,-19,-2,-0.3,1,-3,-1,-5,-4
CC1(C)CC(NC(=O)CCC2CCCC2)CC(C)(C)N1,2,2,3,0,-0.1,0,-4,-3,13,-1
COc1cccc(CNCc2ccc(SC)cc2)c1OC,5,6,-7,4,0.4,-4,1,-3,1,-11
CCOc1ccc(NC(=O)N2CCC(c3ccc(C)cc3)C2)cc1 (configuration not stated),5,0,-6,2,-0.7,4,2,0,5,3
CC(C)CC(=O)N1CCN(Cc2ccccc2Br)CC1,0,-4,-4,3,0.0,-2,-1,0,0,11
COc1ccc(NC(=O)C2CCCN2C(=O)Nc2ccc(OC)cc2)cc1 (configuration not stated),1,0,-5,2,0.3,-3,-2,-3,-1,11

A different layout for some results above:
O=C(c1sc2cc([N+](=O)[O-])ccc2c1Cl)N1CCOCC1
  LEDGF integ inh: -3	Tn6 DDE FP: -10	ASAP1 GAP inh: 3	PLCg1 inh: -4	KLK7 zymogen act: -0.3	ADAM10 inh: 3	ADAM17 inh: -3	DDE Tn7 FP inh: -1	ARFGAP1 inh: 1	TDP2 absorb: 1

O=C(NNC(=O)c1ccccc1F)c1ccc(-c2ccccc2Cl)o1
  LEDGF integ inh: 0	Tn6 DDE FP: -3	ASAP1 GAP inh: -6	PLCg1 inh: -9	KLK7 zymogen act: -0.4	ADAM10 inh: -26	ADAM17 inh: -3	DDE Tn7 FP inh: 2	ARFGAP1 inh: -3	TDP2 absorb: -2

New compounds follow.
mol,LEDGF integ inh,Tn6 DDE FP,ASAP1 GAP inh,PLCg1 inh,KLK7 zymogen act,ADAM10 inh,ADAM17 inh,DDE Tn7 FP inh,ARFGAP1 inh,TDP2 absorb
CCOC(=O)c1csc(NC(=O)CSc2nnnn2-c2ccc(OC)cc2)n1,-1,-1,-1,1,-0.2,3,-4,-2,8,3
CC1=C(C)CC(C(=O)NNC(=O)c2csc3c2CCC(C(C)(C)C)C3)C(C(=O)O)C1 (configuration not stated),0,-9,-3,1,0.0,9,1,2,3,6
COC(=O)C1=C(C)N(Cc2ccc(Br)cc2)C(=S)NC1c1ccccc1 (configuration not stated),3,3,-7,1,0.4,11,4,6,6,2
CCOC(=O)CN1CCC(C2(c3cc4ccccc4[nH]3)OCCO2)CC1,-2,0,2,-11,-0.2,-11,-6,0,-13,7
CCN(CC(=O)NC(=O)Nc1ccccc1F)Cc1ccccc1,8,2,-5,-1,0.0,2,-7,-5,24,-11
O=C(NCc1ccccc1C(F)(F)F)C1CCC(=O)N(C2CCCCCC2)C1 (configuration not stated),-2,1,5,2,-1.1,-10,-1,0,3,-2
COc1ccc(N2CCN(CCNC(=O)Nc3ccc(Cl)cc3)CC2)cc1,-1,6,4,-1,-0.1,9,-3,8,-8,-3
COc1ccc(NC(=O)CN(C)C(=O)c2cc(S(=O)(=O)N3CCCCCC3)ccc2OC)cc1,-5,-3,-14,0,0.6,-12,-4,4,9,0
CCN1CCc2c(C#N)c(N3CCOCC3)nc(NCCO)c2C1,3,-4,-9,-465,7.6,-319,-115,2,2,10
C=CCn1c2ccccc2c2nnc(SCC(N)=O)nc21,2,5,13,-3,-0.8,1,1,-4,10,-18
COC(=O)C(Cc1cccc(C)n1)(c1ccccc1)c1ccccc1,1,3,4,2,-0.2,0,-5,-2,-3,-7
CCCCN(C(=O)c1cccs1)c1c(N)n(Cc2ccccc2)c(=O)[nH]c1=O,5,1,-14,4,0.2,-10,0,-1,4,-14
Cc1c(NC(=O)C(C)Oc2ccccc2F)c(=O)n(-c2ccccc2)n1C (configuration not stated),-3,2,5,1,-0.8,-3,-2,-1,4,-10
COc1ccc(S(=O)(=O)N(C)Cc2ccc3c(c2)OCCO3)cc1,8,6,6,3,0.5,12,2,-7,-14,-21
Cc1ccc(-c2nc(Nc3ccc(O)cc3)c3ccccc3n2)cc1,3,-16,6,-26,-0.1,12,7,-7,4,-6
CC(=O)Nc1ccc(OCC(=O)Nc2ccc(Cl)c(S(=O)(=O)N3CCOCC3)c2)cc1,5,-3,6,4,0.2,-1,-2,-2,1,-3
Cc1ccc(C)c(S(=O)(=O)N2CCN(C(=O)c3sccc3C)CC2)c1,-3,4,1,0,0.2,-6,-3,1,7,0
O=C(NC1CCCC1)C(c1ccc(Cl)cc1)N(C(=O)c1csnn1)C1CC1 (configuration not stated),-2,-3,-9,4,-0.2,7,-2,1,-17,-8
O=C(/C=C/c1ccccc1)Nc1ccc2c(c1)OCCO2,-3,-6,11,-2,1.0,4,2,4,8,5
CCCc1[nH]nc2c1C(/C(C)=C/c1ccccc1)C(C#N)=C(N)O2 (configuration not stated),0,-1,10,-2,0.6,-5,-1,-6,0,4

mol,LEDGF integ inh,Tn6 DDE FP,ASAP1 GAP inh,PLCg1 inh,KLK7 zymogen act,ADAM10 inh,ADAM17 inh,DDE Tn7 FP inh,ARFGAP1 inh,TDP2 absorb
COC(=O)CSc1nc(NC(C)C)nc(N(C)C)n1,1,-10,9,1,-0.2,4,-1,1,-4,8
COC(=O)c1ccc2nc(-c3cccc(Br)c3)c(CC3CCCCC3)n2c1,4,-9,12,-9,-0.1,-16,-5,-2,8,8
CCc1ccc(CN2CCC(n3nccc3NC(=O)c3ccccc3)CC2)o1,0,8,-15,4,0.1,0,4,7,4,-19
CC(=O)Nc1ccc(S(=O)(=O)N2CCN(CCC#N)CC2)cc1,-4,-3,2,0,0.4,-11,-2,-6,-4,4
COC(=O)C(NC(C)=O)(Nc1sc2c(c1C(N)=O)CCCC2)C(F)(F)F (configuration not stated),-1,-2,-8,-2,-0.2,-12,-3,5,5,7
O=C(CCCn1c(=O)[nH]c2cc(Cl)ccc2c1=O)NCCCN1CCCC1=O,-6,3,-15,-5,-0.3,0,-5,7,-4,0
Cc1ccc(-c2nnn(CC(=O)N(Cc3ccco3)C(C(=O)NC(C)(C)C)c3ccncc3)n2)o1 (configuration not stated),2,-6,-5,-2,-0.1,-4,-1,5,7,-2
Cc1nnc(SC(C)C(=O)Nc2ncc(Cl)cc2Cl)n1Cc1ccccc1 (configuration not stated),-1,5,-10,2,0.2,-2,2,4,-9,2
Cc1cc2c(cc1C)[n+](C)cn2CC(O)COCc1ccccc1 (configuration not stated),0,-7,-5,0,0.4,0,-2,3,-1,1
O=C(NCc1cccnc1)c1ccc2sc([C@H]3C[C@H](O)[C@@H](CO)O3)nc2c1,0,-1,4,2,-1.0,-13,3,-2,-1,-3
O=C(N/N=C/C=C/c1cccc([N+](=O)[O-])c1)C(O)c1ccccc1 (configuration not stated),-2,-7,5,3,0.1,1,0,0,-9,0
Cc1nc2ccccc2n1CC(=O)OCC(=O)NCc1ccccc1,6,-1,5,7,0.2,7,-1,0,-4,-7
Cc1ccc(S(=O)(=O)N(C)C)cc1-n1c(SCC(=O)Nc2ccc(F)cc2Cl)nc2ccccc2c1=O,-3,2,10,-1,-1.1,6,5,-4,-3,3
COc1ccc(-c2c(C)c3ccc(O)cc3oc2=O)cc1,2,1,-9,i,82*,i,i,2,3,11
Cc1nnc2sc(SCc3ccc(Br)cc3)nn2c1=O,2,-3,-12,6,-0.8,3,0,-2,1,-6
O=C(N/N=C/c1cccc(O)c1)c1ccc(COc2ccccc2Br)cc1,-1,-7,-4,-4,0.4,13,3,-5,1,-3
Cc1ccc(S(=O)(=O)N(C)C)cc1NC(=O)C(C)NC(C)c1cccs1 (configuration not stated),1,-4,-2,-2,0.6,-3,-6,3,4,2
O=C(Nc1ccccc1)c1ccccc1NC(=O)C1CCCCC1,1,-3,0,-3,0.6,2,-2,-3,6,2
Cc1cc(NC(=O)CN2C(=O)NC(C)(CC(C)C)C2=O)no1 (configuration not stated),5,-5,6,-2,-0.2,-7,-7,-5,-4,-8
Cc1ccccc1NC(=O)Cc1nc(COC(=O)c2cccc(C)c2O)cs1,3,-4,-10,2,0.6,-7,-4,-6,2,-6
Cc1ccccc1SCC(=O)Nc1ccc(N2CCOCC2)cc1,0,10,7,-2,-0.4,7,2,4,-5,-2
COc1cc(OC)c(NC2c3ccccc3C(=O)N2c2cc(C)ccn2)cc1Cl (configuration not stated),0,1,14,2,-0.2,-5,-2,3,4,13
O=C(O)CSc1c2c(nc3cc(C(=O)N4CCCC4)ccc13)CCCC2,-3,-2,6,0,-0.8,-7,-1,-3,10,-11

Source: PubChem BioAssay
